Source: PubChem (Broad Institute)
INS-1E GSIS act = GLuc luminescence reporter in INS-1E cells, primary screen for activators of glucose-dependent secretion of insulin; INS-1E GLuc reporter insulin secretion, 2-3 h; activation, % at 16.6 µM; hit rate 0.61% among 370,000; AID 743287, 2014;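 active = lowest replicate activation of at least 40%, so every replicate reaches that level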;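 also: 0% = median of neutral control wells and 100% = median of IBMX positive control wells; some compounds called inactive have numbers as strong as hits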
FN deposition inh = inhibitors of fibronectin matrix deposition, primary screen, AH1F cells, Alexa488-fibronectin fluorescence, plate reader | inhibition, % at 12.6 µM | AH1F fibroblasts, overnight | hit rate 0.086% among 350,000;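 active = mean inhibition across replicates of 30% or more, regardless of how many single replicates reach that level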;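 also: positive control wells lacked labelled fibronectin entirely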
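Material: AH1F fibroblast monolayer depositing Alexa488-labelled fibronectin into matrix / Amount: 10000 AH1F cells per well / Signal: fluorescence 485/525 nm / Medium: DMEM, 2% serum / Compound: single dose, pinned / Incubation: 1 h cell adhesion before compound, then overnight fibronectin incubation / Reagent: Alexa488-FN, 24 nM final / Read-out: inhibition of fibronectin deposition signal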
F508del corr = F508del CFTR correction, initial screen, CFBE line, single point | CFBE cells, YFP halide quenching; stimulated with forskolin plus potentiator P3; % fluorescence drop versus neutral controls | hit rate 0.36% among 350,000 | activity (quench increase), % at 7.58 µM;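 active = mean added fluorescence quench of at least 8% versus neutral control, with both replicates also reaching 8%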;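 also: cells transiently co-express mutant CFTR-F508del with the halide-sensitive YFP; corrector assay measuring rescue of mutant channel to the surface after 24 h compound exposure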
* = called active by the depositor. This is a subset; rates above refer to the full screens.

SMILES	INS-1E GSIS act	FN deposition inh	F508del corr
O=C(NCc1cccnc1)c1cc(Sc2cccc(Cl)c2)nc2ccccc12	-10	-3	2.3
COc1ccc(NC(=O)CSc2nc(=O)n(CCN(C)C)c3c2CCCC3)cc1	28	-5	-1.8
Cc1cccnc1NC(=O)CN1C(=O)NC(C)(c2ccc3ccccc3c2)C1=O (centres undefined)	-1	10	1.9
O=C(NCC1CCN(C(=O)C(=O)c2cccs2)CC1)c1ccncc1	15	3	3.2
Cc1ccc(Cc2c(-c3cccc(Br)c3)nc3c(C)cc(Br)cn23)cc1	-6	-8	2.9
Cc1nc2nc(C)c(CCC(=O)NC3CCCCC3)c(C)n2n1	-2	-13	2.2
O=C(CC(=O)c1cccc([N+](=O)[O-])c1)Nc1ccccc1Cl	7	1	-1.0
CCc1nc(-c2ccc(OC)c(OC)c2)cc2cc(OC)c(OC)cc12	-4	6	3.1
Cc1cccc(-c2ccc([C@H]3[C@@H](CO)N4C(=O)CN(C(=O)c5ccc6c(c5)OCO6)C[C@@H]34)cc2)c1	-32	13	-1.0
COC(=O)[C@]12C[C@H](CC(=O)NCc3cccs3)C(=O)N(Cc3ccccc3)C1=C[C@H](C1CCCC1)O[C@@H]2C	-49	-15	2.6
Cc1ccc(C2=CSC3=NS(=O)(=O)CCN23)cc1	6	-5	-1.0
CCN(CC)Cc1cc(O)c(CN(CC)CC)cc1O	1	4	-1.0
OCCCCNCc1cc(Br)ccc1OCc1ccccc1	-13	6	-1.2
CCc1cccc(N=c2c([N+](=O)[O-])nn(-c3ccc4c(c3)OCCO4)n2O)c1	3	-1	0.0
COc1ccc(C(=O)C(=O)N2CCN(c3ccc(C)cc3)CC2)cc1OC	7	4	4.2
COc1ccc(C(=O)Nc2ccc(Cc3ccncc3)cc2)cc1Br	26	-4	-0.6
COc1ccccc1NC(=O)NCc1ccccc1F	23	16	-1.0
COc1ccccc1Cc1c(-c2ccc(OC)c(OC)c2)nc2c(Cl)cc(C(F)(F)F)cn12	-6	-8	-5.0
CCc1cc2c(nc1CC)CCCN2C	10	1	2.2
OCCC1CN(Cc2cccc(-c3ccco3)c2)CCN1Cc1ccsc1 (centres undefined)	-9	-2	0.5
COC(=O)c1ccc2nc(-c3ccccc3)c(Cc3cccc(F)c3)n2c1	-6	6	2.6
Cc1cccc(C)c1NC(=O)C(c1ccc(C(F)(F)F)cc1)n1c(=O)c(-c2ccco2)nc2ccccc21 (centres undefined)	-30	-13	-3.4
Cc1c(Cl)cccc1NC(=S)N(Cc1cccnc1)Cc1ccccc1Cl	-3	-5	3.3
CC(C)(C)NC(=O)/C(=C\c1ccccc1F)NC(=O)c1ccc([N+](=O)[O-])cc1	0	-1	-1.5
COc1cc(NC(=S)Nc2ccccn2)cc(OC)c1OC	0	2	0.5
CCOC(=O)N1CCN(C(=O)C[C@@H]2C[C@@]3(C(=O)OC)CCCCC=C3N(CCC3=CCCCC3)C2=O)CC1	-4	3	1.4
COCCNC(=S)N(C)[C@H]1C[C@H]2c3[nH]c4c(-c5ccccc5)cccc4c3CCN2C[C@H]1[C@H](C)O	-39	4	0.2
O=C(CN(c1ccccn1)S(=O)(=O)c1ccc(F)cc1)Nc1ccc(F)cc1F	12	-3	-4.2
CC(NC(=O)Nc1ccc(Br)cc1)C(C)(C)C (centres undefined)	-15	-4	-3.9
CCn1c(=O)cc(OCC(=O)NCc2cccs2)c2ccccc21	0	-10	1.5
Cc1ccc(-c2nc3c(Cl)cc(C(F)(F)F)cn3c2Cc2cccc(Cl)c2)cc1	-39	-1	3.1
CCC(C(=O)NC(C)(C)C)n1c(-c2cccc(NC(C)=O)c2)nc2ccccc21 (centres undefined)	-7	-8	1.1
CN1CC(=O)Nc2ccccc2C1=O	1	-4	-2.1
C=CCc1ccc(OCC(O)CN2CCN(c3ccccc3)CC2)c(OC)c1 (centres undefined)	-21	2	-7.1
N#C/C(=C\c1cc2c(cc1Br)OCO2)C(=O)NCC1CCCO1 (centres undefined)	-8	-2	0.0
CCc1nc(C)ccc1OC(=O)C12CC3CC(CC(C3)C1)C2	1	8	0.3
CCN(CC)C(=O)Cn1cc(C(=O)C2CC2)c2ccccc21	11	0	-0.6
COc1ccc(/C=N/NC(=O)COc2cccc3cccnc23)cc1OC	48	5	4.0
O=C1COc2ccc(C(=O)CSc3nc4ccccc4c(=O)n3-c3ccc(Cl)c(Cl)c3)cc2N1	0	12	4.4
Cc1ccc(S(=O)(=O)N2CCCCC2)cc1NC(=O)c1nn(C)c(=O)c2ccccc12	4	-8	1.0

Already shown: an excerpt of the list.
SMILES	INS-1E GSIS act	FN deposition inh	F508del corr
CCN(CC)C(=O)Cn1cc(C(=O)C2CC2)c2ccccc21	11	0	-0.6
COc1ccc(/C=N/NC(=O)COc2cccc3cccnc23)cc1OC	48	5	4.0
O=C1COc2ccc(C(=O)CSc3nc4ccccc4c(=O)n3-c3ccc(Cl)c(Cl)c3)cc2N1	0	12	4.4
Cc1ccc(S(=O)(=O)N2CCCCC2)cc1NC(=O)c1nn(C)c(=O)c2ccccc12	4	-8	1.0

The list goes on.
SMILES	INS-1E GSIS act	FN deposition inh	F508del corr
CN(NS(=O)(=O)c1ccc(Cl)cc1)c1nc(C(F)(F)F)nc2ccccc12	-15	23	-3.0
C[C@H]1CN([C@@H](C)CO)C(=O)c2ccccc2-c2ccccc2CO[C@H]1CN(C)Cc1ccc(Oc2ccccc2)cc1	8	-10	-3.2
CC(Sc1nc(-c2ccc(F)cc2)cs1)C(=O)N1c2ccccc2CC1C (centres undefined)	3	-9	3.3
CCN1CCN(C(=O)c2ccc(C(F)(F)F)cc2)CC1	-7	-6	-1.4
Cc1c(NC(=O)C(C)OC(=O)/C=C/c2ccc3c(c2)OCO3)c(=O)n(-c2ccccc2)n1C (centres undefined)	-16	-10	0.4
Cc1cccc(C(=O)N2CCC(=O)N([C@H](COCc3cccc(C(F)(F)F)c3)Cc3ccccc3)CC2)c1	-29	4	3.8
O=C1Nc2ccccc2-n2nnnc2C1N1CCN(C(=O)c2ccco2)CC1 (centres undefined)	7	0	-4.0
Cc1[nH]c2ccccc2c1/C=N/NC(=S)NCc1ccccc1	3	-9	2.0
CC(C)C[C@@H]1COc2cc(N3CCOCC3)ccc2S(=O)(=O)N1	3	-1	0.3
CCN1CCN(Cc2ccc(NC(=O)c3cccc(-c4ccc5nc(NC(=O)C6CC6)sc5n4)c3)cc2C(F)(F)F)CC1	143*	0	-3.1
COc1ccc(C(=O)Nc2ncccc2C)cc1S(=O)(=O)N1CCCc2ccccc21	29	5	2.2
C=CCn1c(SCC(=O)N(C)C2CCS(=O)(=O)C2)nc2ccccc2c1=O (centres undefined)	9	4	19*
O=C(Nc1ccc(F)cc1F)NC1CC1	-11	-7	-0.6
C=CCNc1cc(N2CCCC2)ccc1[N+](=O)[O-]	2	1	-2.5
CCOc1ccc(CCN2C(=O)c3cccnc3C2=O)cc1OCC	-4	-8	1.6
CC(C)C[C@@H](CN1CCC[C@H]1CN1C(=O)C(=O)NC[C@@H]1Cc1ccc(O)cc1)N1C[C@H](Cc2ccc(O)cc2)N(CC2CCCCC2)C(=O)C1=O	2	-4	-1.4
COc1ccc(N2C(=O)CC(N3CCN(Cc4ccc5c(c4)OCO5)CC3)C2=O)cc1 (centres undefined)	0	-11	0.7
O=C1/C(=C\c2ccc(O)cc2)CCC1CNc1ccc(Cl)cc1 (centres undefined)	4	1	-2.7
O=C(CNC(=O)c1ccc(S(=O)(=O)N2CCCC2)cc1)N/N=C/c1ccc(F)cc1	-7	-17	4.1
COc1ccc(C(=O)C2CCCN(Cc3cn[nH]c3-c3ccc(F)cc3)C2)cc1OC (centres undefined)	-4	-3	0.8
Cc1ccc(-c2cc(C(=O)N/N=C/C=C/c3ccccc3)n[nH]2)o1	-3	4	-0.9
CCOc1ccc(C2CC(=O)N(Nc3ccc([N+](=O)[O-])cc3[N+](=O)[O-])C2=O)cc1 (centres undefined)	-11	4	-0.5
CC(C)C[C@H]1COc2c(Cl)cccc2S(=O)(=O)N1Cc1cccc(Cl)c1	2	-8	-1.0
COc1ccc(-c2cc(C)nc3c(-c4ccccc4)cnn23)cc1	6	2	1.0
O=C(COC(=O)c1cccc(S(=O)(=O)NCc2ccccc2)c1)c1ccc2c(c1)OCCO2	2	6	0.5
CC(=O)N1CCN(C(=O)c2cccc(NS(=O)(=O)c3ccc(Br)cc3)c2)CC1	29	-1	-0.4
CCN(CC)C(=O)C(C(=O)c1cccc([N+](=O)[O-])c1)n1cc(Cl)ccc1=O (centres undefined)	0	11	-0.6
CCCNC(=O)CSc1nc2ccc(OCC)cc2s1	-24	-2	3.1
CC(C)n1nnnc1C1c2ccccc2C(=O)N1C1CC1 (centres undefined)	12	-4	1.2
CCOc1ccccc1N1CCN(CC(=O)N(CC(C)C)c2c(N)n(CC(C)C)c(=O)[nH]c2=O)CC1	-5	-7	0.7
Cc1ccc(CNC(=O)c2ccc(CS(=O)(=O)c3ccccc3C)o2)cc1	0	-1	-0.9
CC(C)c1cc(Br)ccc1OCCN1C(=O)NC(C)(C)C1=O	-17	-2	3.1
COc1ccc(NC(=S)NC(NC(C)=O)C(Cl)(Cl)Cl)c([N+](=O)[O-])c1 (centres undefined)	-3	-5	-1.7
CCOC(=O)COc1ccc2c(=O)c(-c3ccccc3OC)coc2c1	-10	4	1.4
CCOC(=O)C(=CNc1ccc(C(F)(F)F)cc1)C(=O)OCC	-13	-2	-1.9
CN(CC(=O)Nc1cccc(F)c1)C(=O)CN1C(=O)C2CC=CCC2C1=O (centres undefined)	-8	5	3.0
COc1ccc(C2=NOC3(CC(=O)N(c4ccc(F)cc4)C3=O)C2)cc1 (centres undefined)	16	-3	-0.3
CC(C(=O)N1CCOCC1)c1ccc([N+](=O)[O-])cc1 (centres undefined)	5	2	1.1
C=CCc1cccc(/C=N/NC(=O)C(C)Nc2cccc(C)c2)c1O (centres undefined)	6	12	5.1
CCC(C)n1c(=O)c2sccc2n2c(CCCC(=O)N3CCC(C(N)=O)CC3)nnc12 (centres undefined)	2	6	0.9
O=C(CCCOc1ccc(Cl)cc1Cl)N/N=C/c1cccc([N+](=O)[O-])c1	4	6	-3.2
FC(F)(F)c1ccccc1CN1CCCc2nc(-c3ccc(Br)cc3)ccc21	-41	-4	3.4
CCOC(=O)N1CCN(C(=O)C[C@@H]2C[C@@]3(C(=O)OCC)CCCC=C3N(CCC3=CCCCC3)C2=O)CC1	-16	8	-1.2
COc1ccccc1/C=C(\NC(=O)c1ccc(OC)c(OC)c1)C(=O)Nc1ccc([N+](=O)[O-])cc1	2	1	-3.0
CN(C)CCCNC(=O)OC1CC2CC1[C@H]1CCCCN1C2=O (some centres undefined)	24	-8	-1.3
CC(C)(C)C(=O)CSc1ncnc2c1cnn2Cc1ccccc1	25	-8	-0.3
CCC(=O)Nc1cccc(-n2nnnc2SCC(=O)N2CCCCC2)c1	3	13	4.9
CCOc1ccc(NC(=S)Nc2cccnc2)cc1	5	-5	0.9
O=C(Nc1cccc(C(=O)Nc2ccccc2C(=O)O)c1)c1cccc(Cl)c1	-11	-3	-1.0
CCCOc1ccc(S(=O)(=O)N2C(=O)CC(=O)N(Cc3ccc(OCC)cc3)C2=O)cc1	-10	0	3.8
O=C(Cn1cc(F)c(=O)[nH]c1=O)c1ccco1	4	0	-1.4
O=C(C1CCN(C2CCN(Cc3ccc4c(c3)CCO4)CC2)CC1)N1CCCC1	2	3	-2.3
N#Cc1cc(-c2ccccc2)nc(Oc2ccccc2)n1	20	-1	0.0
S=c1[nH]nc(C2CCCCC2)n1Cc1ccccc1	21	3	3.1
CN(C)C=NC(=O)c1cc(C(=O)c2ccc(C(C)(C)C)cc2)c[nH]1	-5	3	0.0
COc1ccccc1NC(=S)NC(=O)c1ccc(Cn2cc(Br)cn2)cc1	-4	2	1.4
COc1ccccc1-c1nnc(NC(=O)CSc2nncn2C)s1	11	6	-1.4
COc1cccc(-n2c(-c3ccc4[nH]c(C)c(C)c4c3)n[nH]c2=S)c1	49	-9	-0.7
S=c1[nH]nc(CNc2cccc(Cl)c2)o1	-8	1	-0.3
O=S(=O)(c1cccc(C(F)(F)F)c1)N1CCCC1c1cccnc1 (centres undefined)	-8	-1	-0.9
COC(=O)[C@@]1(Cc2ccc(F)cc2)[C@H]2c3cc(C(=O)N4CCCC4)n(CCc4ccc(OC)c(Br)c4)c3C[C@H]2CN1C(=O)c1ccccc1	2	0	-0.4
CSCCC1NC(=O)C(C(C)=NNC(N)=O)=C1O (centres undefined)	19	-4	-1.3
O=C(NNC(=O)C1CCN(Cc2ccc(F)cc2Cl)CC1)Nc1ccc([N+](=O)[O-])cc1	14	-3	4.3

Some of the entries so far, with two lines to a compound:
Each structure is followed by: INS-1E GSIS act	FN deposition inh	F508del corr
- COc1ccccc1/C=C(\NC(=O)c1ccc(OC)c(OC)c1)C(=O)Nc1ccc([N+](=O)[O-])cc1
    2	1	-3.0
- CN(C)CCCNC(=O)OC1CC2CC1[C@H]1CCCCN1C2=O (some centres undefined)
    24	-8	-1.3
